Compound activity as filed in PubChem.
Abeta rescue: qHTS for compounds that reverse cellular toxicity of Amyloid beta (A-beta) peptide in yeast: Primary Screen; 0.063% of 410,000 active; AID 1347071, 2019; yeast expressing A-beta42, growth rescue, OD600, 48 h; response scale: 0% DMSO, 100% iron-clioquinol control; Potency, µM (titrated, usually from 46.1 µM), without a hit: at the highest dose growth rescue, usual class: activators; also: potency is read from the fitted curve at half-maximal effect; nearly all actives have a fitted effect of over 55% in size
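Yeast A-beta toxicity model in growth medium with pinned compounds, 48 h at 30 C; growth read as absorbance at 600 nm. Normalized to FeCl3/clioquinol equimolar mix (positive) and DMSO (negative).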
FUS yeast rescue: qHTS for Suppressors of FUS Proteinopathy: Primary screen using FUS-linked yeast assay | S. cerevisiae FUS-expressing, growth rescue, OD600, 24 h | Potency, µM (doses to about 76.6 µM), for inactives: at the top dose growth rescue (activation), most hits filed as activators | 0.24% of 390,000 active | AID 1347120, 2019;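 also: potency is read from the fitted curve at half-maximal effect; plate controls were DMSO vehicle for no effect and reference control for full effect; nearly all actives have a fitted effect of over 55% in size; some results filed as inactive show a strong effect at the top dose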
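S. cerevisiae expressing FUS from galactose induction served as the toxicity model. Growth after 24hr at 30C, read as absorbance at 600 nm, indicates suppression of toxicity; compounds dosed at several concentrations.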
GLP1R cytotox: qHTS of GLP-1 Receptor Inverse Agonists: Cytotox Screen; HEK293 cAMP-luciferase reporter cells, luminescence, 24 h; Potency, µM (doses to about 38.3 µM), inactives show top-dose activity change, negative = inhibition, actives largely listed as inhibitors; 0.13% of 410,000 active;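 also: loss of luciferase light is scored as toxicity; potency is read from the fitted curve at half-maximal effect; % is scaled to controls: 0 for no effect and ±100 for the full control effect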
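Quantitative HTS format, 1536 wells, 200 cells/uL seeded. Compounds: 23 nL, 24 h, 37 °C. Detection: luciferase reagent, luminescence at 12 min RT; decreased signal taken as cytotoxic.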
GLP-1R inv ag: qHTS of GLP-1 Receptor Inverse Agonists (Inhibition Mode); HEK293 GLP-1R CRE-luciferase, luminescence, 24 h; GLP-1R form is constitutively active; Potency, µM (top dose mostly 38.3 µM), without a hit: at the top dose activity change, negative = inhibition, most hits filed as inhibitors; 1.6% of 410,000 active; AID 624417, 2012; also: potency is read from the fitted curve at half-maximal effect; % is scaled to controls: 0 for no effect and ±100 for the full control effect; nearly all actives have a fitted effect of over 55% in size
Target sequence (P43220 whole entry, looked up): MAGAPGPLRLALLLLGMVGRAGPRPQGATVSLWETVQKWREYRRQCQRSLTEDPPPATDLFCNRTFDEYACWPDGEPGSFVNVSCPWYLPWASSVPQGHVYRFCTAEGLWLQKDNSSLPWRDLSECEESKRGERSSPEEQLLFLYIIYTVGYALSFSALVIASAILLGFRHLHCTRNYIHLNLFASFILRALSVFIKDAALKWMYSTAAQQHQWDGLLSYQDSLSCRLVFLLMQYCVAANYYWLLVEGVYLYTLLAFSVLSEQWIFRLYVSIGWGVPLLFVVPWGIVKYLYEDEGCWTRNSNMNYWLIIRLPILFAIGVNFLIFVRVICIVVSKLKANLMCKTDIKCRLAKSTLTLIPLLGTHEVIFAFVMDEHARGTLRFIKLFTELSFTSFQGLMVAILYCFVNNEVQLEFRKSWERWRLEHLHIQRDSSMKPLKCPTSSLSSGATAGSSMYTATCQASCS
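GLP-1R inverse agonism mode: basal reporter luminescence in engineered HEK293 cells measured after one day of compound exposure at 37 deg C, with a 12 min room-temperature detection step.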
Mm-Cpn inhibitor: Inhibitors of TCP-1 ring complex (TRiC) of Methanococcus maripaludis (MmCpn): qHTS. Chaperonin Mm-Cpn (Methanococcus maripaludis). purified Mm-Cpn ATPase, ADP Transcreener TR-FRET. Potency, µM (highest dose often 76.9 µM), for inactives: at the highest dose activity, negative = inhibition, hits mostly inhibitors. 0.031% of 330,000 active; also: potency is read from the fitted curve at half-maximal effect; % is scaled to controls: 0 for no effect and ±100 for the full control effect; nearly all actives have a fitted effect of over 80% in size
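Purified archaeal chaperonin (25 nM final) was preincubated with compound for 10 min at 37°C, then ATP (10 uM final) was added for 30 min at 37°C in Tris pH 7.4/KCl/MgCl2/DTT buffer. ADP was quantified by HTRF Transcreener TR-FRET.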
aSyn rescue: qHTS of alpha-syn Inhibitors; Yeast expressing alpha-synuclein, growth rescue, BacTiter-Glo, 24 h; Potency, µM (titrated, usually from 46.1 µM), for the others: at the highest dose growth rescue (activation), hits mostly activators; 0.14% of 370,000 active; AID 652106, 2013; also: potency is read from the fitted curve at half-maximal effect; % of control where 0% means no effect; nearly all actives have a fitted effect of over 65% in size
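Readout is rescue of growth in alpha-synuclein-expressing yeast, so inhibitors of toxicity appear as activators. Growth after 24 hr at 30 deg C in galactose medium is quantified by luminescence.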
pAkt inh: HTS Assay for Inhibitors of Akt Phophorylation: Primary Screen | Neuro2A IGF-stimulated pAkt S473 HTRF, 20 min; stronger effect = lower value | activity change, % for hits at 50 µM | 0.32% of 360,000 active; in the data active = activity change below about -80%; inconclusive = mostly about -51% to -80%; also: % is scaled to controls: 0 for no effect and ±100 for the full control effect
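Single-point screen (50 µM final compound) in Neuro2A cells stimulated 20 min with 6 nM IGF at 37 deg C. After lysis, Ser473-phosphorylated Akt read by HTRF (ex 330 nm, em 615/665 nm) as the 665/615 ratio.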
PTHR1 agonist: qHTS for PTHR1 Agonists: Primary Screen; Parathyroid hormone/parathyroid hormone-related peptide receptor (Homo sapiens), Q03431; Potency, µM (highest dose often 115 µM), without a hit: top-dose activation, most hits filed as activators; HEK293 GP2 PTHR1 cells, GloSensor cAMP luminescence, 1 h; 0.075% of 410,000 active; also: potency is read from the fitted curve at half-maximal effect; nearly all actives have a fitted effect of over 55% in size; some results filed as inactive show a strong effect at the top dose; inactives centre near -15; many of its hits are not listed in these tables
Target sequence (Q03431 whole entry, looked up): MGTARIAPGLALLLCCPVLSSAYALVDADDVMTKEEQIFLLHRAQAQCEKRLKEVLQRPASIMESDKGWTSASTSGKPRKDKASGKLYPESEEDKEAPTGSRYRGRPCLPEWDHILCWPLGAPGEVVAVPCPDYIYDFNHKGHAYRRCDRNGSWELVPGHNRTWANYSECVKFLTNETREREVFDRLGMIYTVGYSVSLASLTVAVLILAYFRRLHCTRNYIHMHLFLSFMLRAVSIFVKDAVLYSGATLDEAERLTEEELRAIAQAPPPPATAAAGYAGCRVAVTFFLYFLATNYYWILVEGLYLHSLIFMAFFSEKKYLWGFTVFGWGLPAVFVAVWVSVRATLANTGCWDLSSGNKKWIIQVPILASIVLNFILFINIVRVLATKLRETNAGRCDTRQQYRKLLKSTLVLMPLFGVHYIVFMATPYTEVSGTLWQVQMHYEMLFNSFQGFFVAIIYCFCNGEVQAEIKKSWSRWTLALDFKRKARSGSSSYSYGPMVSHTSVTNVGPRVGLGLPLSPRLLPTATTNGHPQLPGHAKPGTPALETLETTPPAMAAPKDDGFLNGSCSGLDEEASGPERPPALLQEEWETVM
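HEK-293-derived GP2 cells expressing PTHR1 and a GloSensor cAMP reporter, 3,000/well, plated overnight, given luciferin plus IBMX (each 0.5 mM as added) for 1 h at 37 °C, then compound for 1 h at 37 °C. Luminescence was read after 15 min at room temperature.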
TDP43 rescue: qHTS of TDP-43 Inhibitors; TDP-43 expressing yeast growth rescue, BacTiter-Glo, 24 h; Potency, µM (top dose mostly 46.1 µM), without a hit: at the top dose growth rescue (activation), actives largely listed as activators; 1.8% of 410,000 active; AID 652104, 2013; also: potency is read from the fitted curve at half-maximal effect; % of control where 0% means no effect; nearly all actives have a fitted effect of over 50% in size
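Luminescence from BacTiter-Glo reports growth of TDP-43-expressing yeast after 24 hr at 30 deg C with compound. Cells were raffinose-pregrown to mid-log, then seeded in galactose medium at OD600=0.02.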
An asterisk follows results filed as active; i = inactive; ? = inconclusive; . = not tested or not shown; & = joins results of further samples; [ ] = dose if it differs, or a comment. Unless noted, calls follow the shape of the dose curve; as a rule, active = well fitted curve in the direction sought with a large enough effect; inconclusive = small, poorly fitted or top-dose-only effect, or another doubt; inactive = no such curve, though single readings can be large; an effect the other way counts as inactive or inconclusive.

The line under a structure holds: Abeta rescue	FUS yeast rescue	GLP1R cytotox	GLP-1R inv ag	Mm-Cpn inhibitor	aSyn rescue	pAkt inh	PTHR1 agonist	TDP43 rescue
> CCOC(=O)c1csc(NC(=O)c2ccc(C#N)cc2)n1
    -10%	-23%	17%	-5%	0%	-9%	i	-78%[inhibitor]	-6%
> CCN(Cc1ccccc1)Cc1c(O)ccc2c(=O)c(-c3ccccc3OC)c(C(F)(F)F)oc12
    -15%	-3%	-1%	?	.	.	.	-68%[inhibitor]	-38%[inhibitor]
> O=C(NCc1n[nH]c(=S)n1-c1ccc(F)cc1)c1ccc(S(=O)(=O)N2CCCC2)cc1
    22%	0%	-6%	0%	1%	4%	i	i	-7%
> COc1ccc(C(CNc2ccc(S(=O)(=O)N3CCCC3)cc2[N+](=O)[O-])N2CCCC2)cc1 (configuration not stated)
    -5%	15%	?	?	1%	-4%	i	i	-10%
> CCOC(=O)c1c(S(=O)(=O)N2CCCC(C(=O)Nc3cccc(C)n3)C2)c(C)n(C)c1C (configuration not stated)
    2%&-5%	8%&-9%	5%&-7%	8%&7%	1%	-7%	i	i	4%&23%
> CC(C)c1ccc(C2NC(=O)c3ccccc3O2)cc1 (configuration not stated)
    -7%	-33%	-2%	-5%	1%	11%	i	-13%	6%
> Cc1ccc(NC(=O)CC2SCCNC2=O)cc1[N+](=O)[O-] (configuration not stated)
    -4%	0%	6%	8%	-3%	5%	i	i	5%
> COc1ccc(CN(C(=O)CN2C(=O)COc3ccccc32)C2CCCC2)c(OC)c1
    -7%	37%	-14%	0%	1%	21%	i	-2%[57.5 µM]	-7%
> CSc1nnc(-c2ccc(O)cc2)n1C
    0%	20%	-5%	3%	2%	-2%	i	i	-7%
> N/C(=N\OC(=O)c1ccc(Br)o1)c1cccnc1
    -14%	-16%	19%	25%	0%	-5%	i	-6%	0%
> COc1cccc(-c2nc(C#N)c(N3CCN(C(=O)c4ccco4)CC3)o2)c1
    -3%	.	4%	18%	0%	4%	i	-44%[inhibitor]	1%
> CCOC(=O)c1c(CN2CCOCC2)oc2ccc(OC)cc12
    -16%	11%	-12%	0%	-1%	-3%	i	i	6%
> C=C(C)C(=O)Nc1cccc(C2=NOC3(C2)C[C@@H](C(N)=O)N(C(=O)c2ccc(Cl)cc2)C3)c1 (some centres not stated)
    -20%	19%	-32%	-1%	0%	1%	i	i	1%
> COc1ccccc1N1CCN(C2CC(=O)N(c3ccccc3)C2=O)CC1 (configuration not stated)
    -15%	-15%	-1%	1%	0%	14%	i	i	18%
> CCc1ccc(NC(=O)CSc2nccn2C2CCCC2)cc1
    1%	-16%	2%	7%	.	.	.	-6%	21%
> COc1ccc(Cl)cc1NC(=O)CC1CCCC1
    19%	-4%	10%	?	3%	1%	i	i	?
> CC(=O)c1ccc(S(=O)(=O)NCc2cccnc2)cc1
    8%	16%	-4%	-20%	-1%	-2%	i	i	-11%
> COc1ccc(OCC(=O)OCCN(C)C)cc1
    5%	-27%	32%[activator]	11%	.	15%	i	i	-1%
> C[C@@H]1CN([C@@H](C)CO)C(=O)CCCn2nncc2CO[C@H]1CN(C)S(=O)(=O)c1ccc(F)cc1
    -11%	-17%	3%	1%	.	0%	i	-15%	24%
> Cc1ccc(S(=O)(=O)N2C[C@@H]3[C@H]4CC[C@H](C4)[C@@H]3[C@@H](C)[C@@H]2c2cccn2Cc2ccccc2)cc1
    -12%	-12%	1%	-7%	1%	10%	i	-19%	-37%[inhibitor]
> CCN(CC)C(=O)c1cccc(-c2ccc(OC)cc2)c1
    0%	-7%	-6%	1%	2%	.	.	i	-6%
> Cc1cc(=O)oc(C)c1C(=O)n1nc(C)c2c1C[C@@H]1[C@H]2C1(C)C
    -25%	11%	-17%	-25%	1%	-12%	i	-16%[57.5 µM]	-3%
> O=C(NC1CC1)C1=C[C@H](c2c[nH]c3ccccc23)C[C@H](OCCCCO)O1
    3%	6%	0%	20%	0%	7%	i	i	8%
> COc1ccc(CCNC2CC(=O)N(CCc3ccccc3)C2=O)cc1 (configuration not stated)
    -10%	-7%	-14%	-17%	-7%	0%	i	-21%	-9%
> Cc1ccc(S(=O)(=O)N[C@@H](CC(C)C)C(=O)N2CCC(C(=O)N[C@H](C(=O)O)C(C)C)CC2)cc1
    1%	8%	2%	6%	0%	-2%	i	-27%	12%
> COc1ccc(C(C(=O)NC2CCCC2)n2c(C3CCN(C(C)=O)CC3)nc3ccccc32)cc1 (configuration not stated)
    -17%	11%	3%	9%	.	-2%	i	-7%	-9%
> CCN(CC)CCN(C(=O)c1ccc(CN2CCCCC2)o1)C(C(=O)NC1CCCCC1)c1ccc(F)cc1 (configuration not stated)
    -1%	9%	-28%	-16%	1%	0%	i	i	-9%
> Cc1noc(C)c1-c1ccc(C(=O)NCCN2CCOCC2)c2occc12
    -5%	-1%	0%	-25%	.	-3%	i	i	17%
> Cc1cc(F)ccc1NC(=O)C(C(C)C)N1Cc2ccccc2C1=O (configuration not stated)
    -13%	11%	4%	-1%	.	.	.	?	-1%
> Cc1ccc(S(=O)(=O)N(C)CC(=O)NCCCc2ccccc2)cc1
    7%	14%	-17%	0%	1%	10%	i	-43%[inhibitor]	0%
> Cc1ccc(C)c(Cn2c(C3CC(=O)N(c4ccccc4C)C3)nc3ccccc32)c1 (configuration not stated)
    -5%	?	-2%	?	.	.	.	-11%	4%
> COc1ccc(/C=N/n2c(COc3ccccc3)n[nH]c2=S)cc1OC
    1%	3%	42%[activator]	161%[activator]	-1%	4%	i	-16%	23%
> O=C(Nc1ccccc1Cl)N1CCN(Cc2ccc3c(c2)OCO3)CC1
    2%	21%	12%	?	-1%	-4%	i	i	-29%
> COc1ccc(CCNC(=O)Cc2ccc([N+](=O)[O-])cc2)cc1OC
    -9%	22%	6%	-8%	1%	0%	i	?	-7%
> O=C(Nc1ccc(OC(F)F)cc1)c1cc(S(=O)(=O)N2CCCCC2)ccc1N1CCOCC1
    18%	27%	-3%	-9%	-4%	6%	i	i	16%
> O=C(Nc1ccc2ncccc2c1)c1cc(Cl)ccc1Cl
    4%	18%	-11%	?	0%	-1%	i	-12%	25%
> COc1cccc2c1cc1c(=O)n(CC(=O)N3CCN(c4cccc(C)c4C)CC3)nc(C)n12
    -22%&-8%	3%&12%	6%&0%	4%&-8%	.	-6%	i	i	-4%&4%
> CCCCn1c(=O)n(CC2CCC(C(=O)NCCCOC)CC2)c(=O)c2sccc21 (configuration not stated)
    -22%	-27%	2%	10%	.	.	.	7%	0%
> CC(=O)Nc1cccc(NC(=S)Nc2cccc(Cl)c2C)c1
    10%	-22%	-5%	-3%	-2%	-7%	i	-29%	23%
> O=S(=O)(c1cc(C(F)(F)F)ccc1Cl)N1CCCCCC1
    8%	-11%	2%	0%	0%	-11%	i	-15%[57.5 µM]	11%
> COc1cc(/C=C(\C#N)c2nc3ccccc3c(=O)[nH]2)cc(OC)c1OC
    -19%	-3%	2%	-26%	.	1%	.	i	16%
> CC(C)c1ccc(C2CC(=O)c3cnc(N4CCc5ccccc5C4)nc3C2)cc1 (configuration not stated)
    16%	25%	20%	25%	-1%	1%	i	-8%[57.5 µM]	1%
> COc1ccc(Nc2cc(C(=O)NCCCN(C)c3ccccc3)c3ccccc3n2)c(OC)c1
    -8%	0%	2%	?	.	.	.	i	8%
> CCOC(=O)C1=C(C)N=C2SCCC(=O)N2C1c1ccc(C(=O)OC)cc1 (configuration not stated)
    -10%	16%	-10%	-11%	-4%	10%	i	i	3%
> O=S(=O)(c1ccc(F)c(Cl)c1)N1CCCC1
    -6%	2%	0%	0%	2%	-1%	i	i	-1%
> Cc1ccc(/C=C/c2nc3ccccc3c(=O)[nH]2)cc1
    -12%	-3%	4%	?	1%	-12%	i	-79%[inhibitor]	7%
> Cn1c(N)c(C(=O)COC(=O)COc2ccc(C#N)cc2)c(=O)n(C)c1=O
    -7%	-46%	0%	19%	-6%	-3%	i	?	-7%
> CC(C)[C@@H](C(=O)N1CCCC1)N1C(=O)N2CCc3c([nH]c4ccccc34)[C@@]2(C)C1=O
    3%	17%	4%	-28%	-2%	0%	i	-1%	-4%
> CC1(C(=O)OCC(=O)NC(=O)c2ccccc2)CC1(Cl)Cl (configuration not stated)
    10%	13%	-6%	1%	0%	-2%	i	i	-10%
> COCCc1nc2ccc(C(=O)N3CCCC(CCCO)C3)cc2o1 (configuration not stated)
    1%	14%	-1%	2%	-2%	0%	i	i	11%
> CNC(=O)C[C@H]1C(=O)N(Cc2ccccc2)C[C@@H]1C
    4%	-37%	2%	16%	.	?	i	i	25%
> CC(C1CC1)N(Cc1ccccc1)C(=O)NC(=O)c1ccccc1 (configuration not stated)
    -1%	-6%	-13%	-26%	3%	0%	i	i	17%

Only part of the results is shown; rates above refer to the full screens.
